Screening results: PubChem BioAssay, several laboratories
HDAC3 inhib = inhibitors of human histone deacetylase 3. O15379. recombinant HDAC3, fluorogenic peptide/trypsin coupled, fluorescence. inhibition, % at 8.3 µM. 320,000 compounds, 0.15% hits. AID 2718; in the data active means inhibition above about 26%, passing the limit was not always enough; inconclusive means no clear call, values can overlap the other calls
Target sequence (O15379 whole entry, looked up): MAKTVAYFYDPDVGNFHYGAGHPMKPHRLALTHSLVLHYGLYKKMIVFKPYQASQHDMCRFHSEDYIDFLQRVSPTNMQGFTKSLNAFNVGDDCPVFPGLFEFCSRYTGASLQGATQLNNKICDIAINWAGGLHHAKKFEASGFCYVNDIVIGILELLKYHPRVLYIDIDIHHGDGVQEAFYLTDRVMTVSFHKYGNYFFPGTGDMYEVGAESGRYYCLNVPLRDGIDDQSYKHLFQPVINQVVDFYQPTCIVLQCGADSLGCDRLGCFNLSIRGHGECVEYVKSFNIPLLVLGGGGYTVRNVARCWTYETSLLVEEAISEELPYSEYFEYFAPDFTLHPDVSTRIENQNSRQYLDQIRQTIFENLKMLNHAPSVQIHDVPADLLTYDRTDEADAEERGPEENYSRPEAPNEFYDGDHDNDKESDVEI
TMEM16A act = activates or potentiates the mouse TMEM16A chloride channel. Q8BHY3. 340,000 compounds, 0.3% hits. B-score at 10 µM. HEK293 TMEM16A/YFP-H148Q/I152L, iodide quench fluorescence; active compounds read low;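 active means fluorescence-ratio B-score plate-corrected deviation score at least 3 library SD below zero, with starting fluorescence score within 5 deviations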;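 further: channel opened by trigger with iodide after compound preincubation; score built on the fluorescence ratio of max minus min over baseline; more negative score means more quench and so TMEM16A activation or potentiation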
Numbers without * were called inactive; i = inactive; u = inconclusive. Not all compounds are listed; count on the stated rates, not on these rows.

TMEM16A act	HDAC3 inhib	Structure
i	-13.3	C=C1C[C@H](O[C@@H]2O[C@H](CO)[C@@H](O)[C@H](O)[C@H]2O)[C@@H]2[C@H](OC(=O)[C@H]2C)[C@H]2[C@H](C)[C@@H](O)C[C@@H]12
i	-0.9	CC1CCCC(C)N1C(=O)COC(=O)c1ccc(S(=O)(=O)N(C)c2ccccc2)cc1 (stereo unspecified)
i	-1.0	COc1ccccc1N(C)S(=O)(=O)c1ccc(C(=O)NC2CCCCC2)cc1
i	-3.5	O=C(NC(Cc1ccc(O)cc1)C(=O)O)c1ccc2c(c1)OCO2 (stereo unspecified)
i	-0.7	COc1ccc(/C=C/C(=O)OCC(=O)NC2CCCCC2C)c(OC)c1 (stereo unspecified)
i	4.6	O=C(COC(=O)c1cncc(Br)c1)Nc1ccc(N2CCCCC2)cc1
i	-8.4	COc1ccc(S(=O)(=O)N2CCOCC2)cc1NC(=O)CC1CC2CCC1C2 (stereo unspecified)
i	-1.4	C[C@@H](NC(=O)c1nc[nH]c1C(=O)NCc1ccc(CNC(=O)OC(C)(C)C)cc1)c1ccccc1
i	0.1	COc1ccc(S(=O)(=O)N(C)C[C@H]2Oc3c(NC(=O)C4CCCCC4)cccc3C(=O)N([C@H](C)CO)C[C@@H]2C)cc1
i	-1.2	Cc1ccc(S(=O)(=O)/N=C(/Nc2c(C)cccc2C)c2ccccc2)cc1
i	-8.7	CCOP(=O)(OCC)c1ccc2ccc3ccccc3c(=O)c2c1
i	-4.4	CCCn1c(SCC(=O)Nc2cccnc2Cl)n[nH]c1=O
i	1.2	c1ccc2c(C[C@@H]3CNCCN3CCC34CC5CC(CC(C5)C3)C4)cccc2c1
i	1.2	COc1ccc(S(=O)(=O)Nc2ccc3c(c2)C(=O)N([C@H](C)CO)C[C@H](C)[C@@H](CN(C)S(=O)(=O)c2ccccc2)O3)cc1
i	1.0	NC(=O)c1ccc(NC(=O)COC(=O)/C=C/c2ccc(Br)o2)cc1
i	5.5	Cc1csc(SCC(=O)Nc2cccc(C)c2C)n1
i	0.1	N#Cc1ccc(C(=O)OCC(=O)Nc2cccc(S(=O)(=O)NC3=NCCC3)c2)cc1
i	1.0	Cn1c(N)c(C(=O)COC(=O)/C=C/c2cccc(Cl)c2)c(=O)n(C)c1=O
i	-0.4	O=C(COC(=O)C1=COCCO1)Nc1cc(C(F)(F)F)ccc1Cl
i	-0.9	O=C(COc1ccc(-c2nnco2)cc1)Nc1ccc(F)c(Cl)c1
i	6.0	CCNC(=O)Nc1cc(S(=O)(=O)Nc2ccc(OC)cc2)ccc1N1CCOCC1
i	-2.3	CC1(NC(=O)CCNC(=O)c2ccc(C(C)(C)C)cc2)CCS(=O)(=O)C1 (stereo unspecified)
i	-7.9	O=C(Nc1cccc(S(=O)(=O)N2CCCCC2)c1)C1COc2ccccc2O1 (stereo unspecified)
i	1.4	CC(=O)c1c(C)[nH]c(C(=O)COC(=O)C2(C)CC2(Cl)Cl)c1C (stereo unspecified)
i	1.1	COc1ccc(C(=O)COC(=O)[C@@H](NS(=O)(=O)c2ccccc2)C(C)C)cc1

Full records, looked up by structure. Order of screens: TMEM16A act, HDAC3 inhib
Cn1c(N)c(C(=O)COC(=O)/C=C/c2cccc(Cl)c2)c(=O)n(C)c1=O is listed with i, 1.0
CC(=O)c1c(C)[nH]c(C(=O)COC(=O)C2(C)CC2(Cl)Cl)c1C (stereo unspecified) is listed with i, 1.4
COc1ccc(/C=C/C(=O)OCC(=O)NC2CCCCC2C)c(OC)c1 (stereo unspecified) is listed with i, -0.7

Remaining list, next part
TMEM16A act	HDAC3 inhib	Structure
i	-7.7	CCc1nc2ccccc2c(C(=O)OCC(=O)Nc2ccc(NC(C)=O)cc2)c1C
i	-1.1	O=C(NNC(=O)c1cccc(Cl)c1)NNC(=O)c1cccc(Cl)c1
i	-7.9	O=S(=O)(NC1=NCCC1)c1cccc(NS(=O)(=O)c2ccc(F)c(Cl)c2)c1
i	-2.0	CC1CCCC(C)N1C(=O)COC(=O)c1cc(=O)[nH]c2ccccc12 (stereo unspecified)
i	2.7	COc1ccc(CN(C)C(=O)Cc2ccc(OC)c(S(=O)(=O)N3CCOCC3)c2)cc1OC
i	0.3	O=C(NC1=NCCS1)C1CCN(S(=O)(=O)c2cc([N+](=O)[O-])ccc2Cl)CC1
i	5.5	COc1ccc([C@H]2CC(=O)C=C(c3ccc4ccccc4c3)C2)cc1OC
i	-0.1	CC(OC(=O)C1CC1)C(=O)Nc1cccc(S(=O)(=O)N2CCOCC2)c1 (stereo unspecified)
i	2.1	CC(=O)Nc1ccc(C(=O)COC(=O)c2c(C)noc2C)c(F)c1
i	1.4	C=CC[C@@H](Cc1ccc(F)cc1)C(=O)OC[C@H]1CCCN1C(=O)[C@@H](CC=C)CC(=O)N[C@H](CO)Cc1ccccc1
i	0.4	C=CCN1C(=O)c2ccc(C(=O)OCC(=O)N(CC)C3CCS(=O)(=O)C3)cc2C1=O (stereo unspecified)
i	0.5	Cc1ccccc1OCC(=O)Nc1nnc(C2CC2)s1
i	-6.2	COC(=O)C1=C(C)N(Cc2ccccc2)C(=NCC2CC2)N[C@H]1c1ccccc1
i	5.1	O=C(c1ccc(-c2ccc(Cl)cc2)o1)N1CCN(S(=O)(=O)c2cccs2)CC1
i	8.1	COc1ccccc1CNC(=O)c1cccc(S(=O)(=O)N2CCN(c3ccc(F)cc3)CC2)c1
i	-1.2	COc1ccc(C(=O)c2c(-c3ccc(OC)cc3)oc3ccccc23)cc1
i	-2.8	CCOc1ccc(S(=O)(=O)NCCC(=O)NCC2CCCO2)cc1 (stereo unspecified)
i	2.0	Cc1cccc(NC(=O)C(C)Sc2nnc(-c3cccnc3)o2)c1 (stereo unspecified)
i	5.9	COc1ccccc1NC(=O)COC(=O)C1CC(=O)N(c2ccc3c(c2)OCCO3)C1 (stereo unspecified)
i	-1.7	CC(=O)C[C@@H](O)CC(=O)[C@H]1OC(=O)[C@@H](C)C/C=C\Cc2ccccc21
i	-0.9	Cc1ccnc2nc(C(=O)OCC(=O)N(CC(C)C)C3CCS(=O)(=O)C3)nn12 (stereo unspecified)
i	-5.7	CCN(C(=S)NC(=O)c1ccco1)c1cccc2ccccc12
i	-11.9	O=C(NC1CCN(Cc2ccccc2)CC1)c1ccccc1NS(=O)(=O)c1ccc(F)cc1
i	-1.8	Cc1cc(C)cc(OCC(=O)N2CCN(c3ncccn3)CC2)c1
i	3.4	CCOc1ccc(NC(=O)COC(=O)c2cc(S(=O)(=O)N3CCCC3)ccc2C)cc1

2 entries drawn at random from those above:
TMEM16A act	HDAC3 inhib	Structure
i	-2.0	CC1CCCC(C)N1C(=O)COC(=O)c1cc(=O)[nH]c2ccccc12 (stereo unspecified)
i	-7.7	CCc1nc2ccccc2c(C(=O)OCC(=O)Nc2ccc(NC(C)=O)cc2)c1C

Next part.
TMEM16A act	HDAC3 inhib	Structure
i	-1.9	CCN1CCN(C(=O)C2CCN(C(=O)Nc3ccccc3)CC2)CC1
i	-6.7	Cc1cccc(C(=O)NCC(=O)N2CCN(c3ccccn3)CC2)c1
i	u	O=C(NC(=S)NCc1ccccc1Cl)c1cccs1
i	-2.8	O=C(COc1ccc2c(c1)OCO2)NCc1cccs1
i	-4.5	CCCCNC(=O)Cn1nc(C)c(S(=O)(=O)N2CCOCC2)c1C
i	-7.3	N#Cc1ccccc1S(=O)(=O)N1CCN(C(=O)c2cc(=O)[nH]c3ccccc23)CC1
i	-6.2	CN(CC(=O)NCC1CCCCC1)CC(=O)Nc1ccc(F)cc1
i	-9.4	C[C@@]12CCC3[C@@](CCC4[C@@]3(C)CCC[C@@]4(C)C(=O)O)(CC1=O)C2 (stereo partly specified)
i	u	O=C(Cc1ccc(S(=O)(=O)N2CCOCC2)s1)Nc1cc(C(F)(F)F)cc(C(F)(F)F)c1
i	-1.4	O=C(COC(=O)Cc1n[nH]c(=O)c2ccccc12)NNC(=O)c1ccc(Cl)cc1
i	-5.2	Cc1nn(C2CCS(=O)(=O)C2)c(C)c1CN(C)C(=O)c1ccccc1 (stereo unspecified)
i	5.3	COc1ccccc1C(=O)NCCC(=O)Nc1ccc(S(=O)(=O)N2CCC(C)CC2)cc1
i	4.5	CCc1ccc(N2C(=O)C(Cl)=C(Nc3ccc(C(=O)N4CCCC4)cc3)C2=O)cc1
i	-2.1	O=C(COc1ccc(F)cc1)NCCNC(=O)COc1ccc(F)cc1
i	-3.3	CCOc1ccc(C(=O)N[C@H](C(=O)NNC(=O)c2cccs2)C(C)C)cc1
i	0.1	CC(=O)NC(CC(=O)OCC(=O)N1CCN(S(=O)(=O)c2ccc(C)cc2C)CC1)c1ccccc1 (stereo unspecified)
i	-2.7	CC1CN(S(=O)(=O)c2cc(C(=O)N3CCCCC3C)ccc2Cl)CC(C)O1 (stereo unspecified)
i	-2.0	O=C(COC(=O)c1n[nH]c(=O)c2ccccc12)NC1CCCCC1
i	3.3	O=C(Nc1ccc(N2CCOCC2)cc1)c1ccc(Cl)cc1N1CCCC1=O
i	0.8	CC(C)C(NS(=O)(=O)c1cccc(C(F)(F)F)c1)C(=O)NCc1cccs1 (stereo unspecified)
i	3.6	Cc1cc(C(=O)OCC(=O)N(C)c2c(N)n(Cc3ccccc3)c(=O)[nH]c2=O)c(C)n1-c1ccccc1
i	2.3	O=S(=O)(NCC1CN(S(=O)(=O)c2c(F)cccc2F)C1)c1ccc2c(c1)OCCO2
i	u	CN(CC(=O)Nc1ccccc1Br)C(=O)COc1ccc2ccccc2c1
i	-6.7	COc1ccccc1NS(=O)(=O)c1ccc2oc(SC(C)C(=O)N3CCNC3=O)nc2c1 (stereo unspecified)
i	7.1	CC1CCN(C(=O)COC(=O)c2cc3ccccc3oc2=O)CC1
i	-6.6	CNC(=O)c1ccc(NC(=O)CCc2c(C)noc2C)cc1
i	3.9	CCC(C)c1ccc(S(=O)(=O)N2CCN(C(C)C(=O)NC3CCCC3)CC2)cc1 (stereo unspecified)
i	-4.7	CC(C)CC(=O)c1c(O)c(C=O)c(O)c2c1O[C@@]1(C)[C@@H](C2)C[C@H]2C[C@@H]1C2(C)C
i	-5.3	CC1(C)C[C@H]2C3=CCC4[C@@]5(C)CC[C@H](O[C@@H]6O[C@H](C(=O)O)[C@@H](O)[C@H](O)[C@H]6O)[C@@](C)(CO)C5CC[C@@]4(C)[C@]3(C)C[C@H](O)[C@@]2(CO)[C@@H](O)[C@@H]1O (stereo partly specified)
i	-0.1	COCCN(C(=O)CCSc1ccc(F)cc1)c1c(N)n(Cc2ccccc2)c(=O)[nH]c1=O
i	-0.8	O=C(Cc1ccccc1F)Nc1ccc(S(=O)(=O)N2CCCC2)cc1
i	-1.9	CN(c1ccccc1)S(=O)(=O)c1cccc(NS(=O)(=O)c2cccc(C(=O)O)c2)c1
i	-0.6	CC(=O)c1c(C)[nH]c(C(=O)OCC(=O)Nc2ccc3c(c2)OCCO3)c1C
i	0.2	Cc1cccc(C)c1OCC(=O)NNC(=O)CNC(=O)c1ccc(OC(F)F)cc1
i	6.5	CCCCN1C(=O)C(=O)N(CC(=O)c2ccc3c(c2)CCCC3)C1=O
i	3.6	O=C(c1ccccc1Cc1ccccc1)N1CCN(S(=O)(=O)c2ccccc2F)CC1
i	3.4	CC(=O)Nc1ccc(NC(=O)C(C)OC(=O)c2c(NC(C)=O)sc(C)c2C)cc1 (stereo unspecified)
i	-0.5	CC(OC(=O)/C=C/c1ccccc1)C(=O)NC1CCCCC1C (stereo unspecified)
i	-2.8	O=C(c1nc[nH]c1C(=O)N1CCN(c2ccccc2)CC1)N1CCN(c2ccccc2)CC1
i	1.8	CC1CCN(C(=O)COC(=O)C(C)N2C(=O)c3ccccc3C2=O)CC1 (stereo unspecified)
i	4.0	O=C(CSc1ccc([N+](=O)[O-])cc1)OCC(=O)N1CCCC1=O
i	9.7	C=CCC[C@H](Cc1ccc(F)cc1)C(=O)OC[C@@H](Cc1c[nH]c2ccccc12)NC(=O)[C@@H](CC=C)CC(=O)N[C@@H](CO)Cc1ccccc1
i	6.7	CC(CNC(=O)COC(=O)c1ccco1)c1ccccc1 (stereo unspecified)
i	-3.0	Cc1nnc(SCC(=O)NNC(=O)c2ccccc2)n1Cc1ccccc1
i	2.6	CCN(c1ccccc1)S(=O)(=O)c1cccc(C(=O)NCCN2CCOCC2)c1
i	2.4	c1nc(CCO[C@H]2CCCCO2)cc2cc3c(cc12)OCO3
i	4.2	CCCCn1nc(C(=O)NCC(=O)Nc2c(C)cccc2C)c2ccccc2c1=O
i	-0.1	CCOc1ccc(NC(=O)COc2ccc(S(=O)(=O)N3CCOCC3)cc2)cc1
i	2.7	CN(CCc1ccccc1)C(=O)c1ccc(NC(=O)Cc2cccc([N+](=O)[O-])c2)cc1
i	-3.3	O=C(CCNC(=O)c1ccccc1Cl)Nc1cccc(S(=O)(=O)N2CCOCC2)c1

New compounds follow.
TMEM16A act	HDAC3 inhib	Structure
i	-7.2	Cc1cnc(C(=O)Nc2ccc(C)c(S(=O)(=O)N3CCCCC3)c2)cn1
i	-4.7	CC(=O)N1CCN(C(=O)C2CCN(S(=O)(=O)c3ccccc3C(F)(F)F)CC2)CC1
i	-0.7	O=C(CCCN1C(=O)NC2(CCCC2)C1=O)NCc1ccccc1
i	0.7	Cc1ccc(OCC(=O)OCC(=O)NC2CC2)cc1C
i	8.4	CC(=O)Nc1cccc(NC(=O)CSc2n[nH]c(-c3ccccc3)n2)c1
i	-3.4	COc1ccc([C@H]2CC(=O)C=C(c3cccc(Cl)c3)C2)cc1
i	-0.1	C[C@H](CO)N1C[C@H](C)[C@@H](CN(C)S(=O)(=O)c2ccccc2)Oc2ccc(NC(=O)c3ccncc3)cc2C1=O
i	-2.1	C=C[C@H](CC(C)C)N(Cc1ccccc1)S(=O)(=O)N(Cc1ccc(OC)cc1)[C@H](C=C)CC(C)C
